HTRA1 inhibitor: inhibitors of human serine peptidase HTRA1; 340,000 compounds, 0.5% hits; inhibition, % at 5.96 µM; Q92743; recombinant HTRA1, FP-rhodamine activity-based probe, fluorescence polarization; in the data active means inhibition above about 36%;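 further: 0% = enzyme with DMSO and 100% = wells lacking enzyme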
ARFGAP1 inh: inhibitors of rat ARFGAP1; Q62848; Arfgap1-stimulated ARF1 GTP hydrolysis, GDP FP detection; inhibition, % at 16.5 µM; 360,000 compounds, 0.26% hits; AID 651572;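 active means inhibition above a per-plate limit, mean inhibition of low control wells plus 3 SD, cut at about 25% in these data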;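 further: 0% = DMSO wells with enzyme and 100% = wells lacking Arfgap1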
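System: truncated rat Arfgap1 GAP domain / Medium: HEPES-based buffer, pH 7.5 / Also added: N-terminally truncated human ARF1-GTP substrate / Incubation: enzyme reaction 120 min at 25 °C after 20 min preincubation / Measured by: FP of antibody-bound GDP Alexa 633 tracer, ex 620/em 688 nm / Replicates: singlicate, each compound tested once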
GC-A act: GC-A (human) enzyme activation; HEK293 GC-A cells, cGMP TR-FRET, EC30 ANP; 0% at EC30 ANP, 100% saturating ANP; activation, % at 10 µM; 370,000 compounds, 0.14% hits; AID 1671463; in the data active means activation above about 40%
rCAG binder: binds r(CAG) RNA repeats. r(CAG) RNA repeat, TO-PRO-1 dye displacement fluorescence. 370,000 compounds, 1.3% hits. inhibition, % at 3 µM. AID 651821;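 active means inhibition above the plate cutoff, the mean of all test compounds on that plate plus 3 SD, cut at about 35% in these data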;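 further: 0% = DMSO alone and 100% = 100 µM mitoxantrone as full dye displacement; higher means more dye released from RNA so lower well fluorescence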
SMARCA2 act: SMARCA2 function activation, primary screen. MG213 cells, MMTV-luciferase reporter, dexamethasone, overnight. activation, % at 9.1 µM. 370,000 compounds, 1% hits. AID 652017; in the data active means activation above about 7.8%;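 further: 0% = vehicle wells and 100% = reference activator wells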
NR1D1 modulator: modulators of human Rev-erb alpha DNA binding; P20393; Rev-erbα–FITC-DNA binding, fluorescence polarization, 90 min; activity, % at 10 µM; 370,000 compounds, 0.79% hits;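 active means activity above about 14%, limit read from the data; passing the limit was not always enough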;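 further: 0% = DMSO wells with 35 nM protein and 100% = DMSO wells with 750 nM protein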
ASAP1 inh: inhibitors of human ASAP1 ArfGAP activity | Q9ULH1 | ASAP1-stimulated ARF1 GTP hydrolysis, GDP FP detection | inhibition, % at 16.5 µM | 360,000 compounds, 0.19% hits; in the data active means inhibition above about 25%;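 further: 0% = vehicle with enzyme and substrate and 100% = no enzyme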
NPR2 activator: GC-B (human) receptor activation; P20594; HEK293-GC-B cells, CNP EC30, cGMP TR-FRET; 0% at EC30 CNP, 100% saturating CNP; activation, % at 10 µM; 370,000 compounds, 0.11% hits;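 active means activation at 10 µM reaching about 35% in either raw or pattern-adjusted values, limit read from the data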
Target sequence (P20594 whole entry, looked up): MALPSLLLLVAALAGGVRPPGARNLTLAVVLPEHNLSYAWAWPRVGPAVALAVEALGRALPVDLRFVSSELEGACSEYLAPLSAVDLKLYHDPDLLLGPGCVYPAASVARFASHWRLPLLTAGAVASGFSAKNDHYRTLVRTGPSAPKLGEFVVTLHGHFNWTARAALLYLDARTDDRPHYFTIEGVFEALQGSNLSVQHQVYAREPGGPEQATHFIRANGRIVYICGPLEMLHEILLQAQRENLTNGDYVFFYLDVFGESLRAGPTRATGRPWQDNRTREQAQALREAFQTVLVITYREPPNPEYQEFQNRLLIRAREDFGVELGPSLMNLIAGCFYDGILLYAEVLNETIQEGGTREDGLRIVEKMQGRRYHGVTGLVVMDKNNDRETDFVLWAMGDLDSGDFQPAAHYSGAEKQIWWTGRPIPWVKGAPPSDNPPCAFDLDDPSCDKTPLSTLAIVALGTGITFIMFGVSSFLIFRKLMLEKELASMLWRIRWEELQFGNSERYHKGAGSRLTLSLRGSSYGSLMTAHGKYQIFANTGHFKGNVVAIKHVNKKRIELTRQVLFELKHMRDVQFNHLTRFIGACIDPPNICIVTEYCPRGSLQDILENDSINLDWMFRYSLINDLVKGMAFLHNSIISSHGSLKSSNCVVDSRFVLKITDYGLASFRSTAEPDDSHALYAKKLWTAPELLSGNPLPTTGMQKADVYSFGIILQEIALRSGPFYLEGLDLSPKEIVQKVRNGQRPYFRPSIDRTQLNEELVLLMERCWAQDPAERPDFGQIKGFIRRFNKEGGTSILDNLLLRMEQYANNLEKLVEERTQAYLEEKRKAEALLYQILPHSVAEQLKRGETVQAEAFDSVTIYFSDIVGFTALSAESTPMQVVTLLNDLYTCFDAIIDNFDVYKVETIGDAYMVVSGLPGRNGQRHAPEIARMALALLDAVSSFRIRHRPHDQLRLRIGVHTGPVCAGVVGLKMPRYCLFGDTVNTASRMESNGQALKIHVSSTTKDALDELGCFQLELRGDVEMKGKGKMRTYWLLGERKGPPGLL
PG9 binder: PG9 antibody binding by small molecule. inhibition, % at 6.7 µM. AID 624416. 360,000 compounds, 0.43% hits. TR-FRET gp120-PG9 antibody binding; in the data active means inhibition above about 8.5%
mABHD4 FP: inhibitors of mouse ABHD4; Q8VD66; purified mABHD4, FP-Rh probe fluorescence polarization; inhibition, % at 8.92 µM; 370,000 compounds, 0.54% hits; AID 720543;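 active means inhibition exceeding the mean over every tested compound plus 3 SD, cut at about 30% in these data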;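 further: 0% = plate median of compound wells and 100% = S159A mutant with DMSO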
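Test system: mABHD4 protein | Buffer or medium: HEPES pH 7.0 buffer, 150 mM NaCl, 0.01% Pluronic F-127 | Probe or stimulus: FP-Rh fluorescent activity-based probe, added after compound pre-incubation | Timing: Pre-incubation 45 min, probe exposure 60 min, at 25 °C | Technique: Fluorescence polarization, excitation 525 nm, emission 598 nm, BODIPY TMR filters | Repeats: Single well per compound (singlicate)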
Active calls of the source: *; . = no result given.

SMILES	HTRA1 inhibitor	ARFGAP1 inh	GC-A act	rCAG binder	SMARCA2 act	NR1D1 modulator	ASAP1 inh	NPR2 activator	PG9 binder	mABHD4 FP
NC(=O)C1CCCN(C(=O)Nc2cccc3ccccc23)C1 (configuration not stated)	4.1	3.7	1.7	-3.0	0.2	-0.8	5.3	-2.6	-0.7	0.3
Cc1cc(NC(=O)CSc2nncn2-c2ccccc2)no1	-3.3	-7.3	-3.7	-3.2	-1.5	1.0	1.6	1.2	-0.9	-0.4
CCCOc1ccc(N2C(=O)CC(N3CCN(CCN=CC4=C(O)CC(C)(C)CC4=O)CC3)C2=O)cc1 (configuration not stated)	0.5	0.8	-2.2	-8.5	-1.3	3.8	-2.8	3.5	0.1	3.3
COc1ccc(C2C3=C(CCCC3=O)Nc3nc(SCc4ccc(C(=O)O)cc4)nn32)cc1OC (configuration not stated)	6.2	-3.1	0.0	3.4	0.3	-6.6	-8.1	2.0	-0.2	2.2
Cc1ccc(NC(=O)CN(C)C(=O)COC(=O)COc2cc(C)cc(C)c2)cc1	-4.3	3.1	-5.7	1.5	-5.2	0.1	1.7	-6.6	3.8	-2.9
CCCNC(=O)C(Cc1ccccc1)NC(=O)c1ccc(C(C)(C)C)cc1 (configuration not stated)	-0.6	-5.7	1.5	-5.9	0.4	-2.5	4.1	8.9	0.1	5.0
COc1ccc(NC(=O)CN2CCN(S(=O)(=O)c3ccc(C(C)C)cc3)CC2)cc1OC	-6.3	7.0	-1.9	-6.5	0.1	-6.5	13.6	0.3	0.3	-5.2
CCN1CCN(C(=O)c2ccc(CSc3ccc(C)cc3)cc2)CC1	8.2	15.0	4.2	-10.1	-0.8	0.4	5.9	-1.1	-0.7	-1.6
CC1=NC(C)(C)Cc2cc(C)c(C)cc21	-4.6	-2.3	0.2	-3.3	-3.8	-1.0	1.0	4.0	0.3	1.4
Cc1cc([N+](=O)[O-])ccc1NC(=S)NC1CCCC1	-1.7	-10.8	6.8	-2.8	-1.8	1.0	9.3	0.7	1.2	-3.7
CC(NC(=O)Nc1nnc(C(F)(F)F)s1)(C(F)(F)F)C(F)(F)F	-7.9	-15.0	3.0	6.0	-9.3	-3.0	3.5	12.8	1.7	-15.4
O=C(Nc1ccccc1C(=O)O)C1=NN=CC1	2.8	-2.5	1.8	3.7	-1.8	-4.8	4.7	4.5	-1.5	6.3
CCN(CC(=O)Nc1ccc(N2CCOCC2)cc1)C(=O)c1ccc(C#N)cc1	-3.4	-3.5	-0.7	-1.9	-3.0	-6.4	5.5	1.6	0.8	7.1
Cc1cc(NC(=S)NC(=O)CC(C)C)ccc1Br	-11.5	-1.1	11.8	-1.5	-0.3	-0.1	6.0	5.9	-0.2	-1.4
CCCCC[C@@H](C)N1C[C@H](COCc2ccccc2)Oc2cc(N3CCC[C@@H]3CO)ccc2S1(=O)=O	.	-10.1	0.8	7.6	-4.2	11.9	-4.1	4.8	0.0	-17.5
CC(=O)CCc1c[nH]c2c(C(=O)O)cccc12	3.2	-6.5	0.0	0.2	1.6	-3.4	1.6	5.8	0.2	-2.5
CCOC(=O)C1CCN(Cc2cc(=O)oc3cc(C)ccc23)CC1	-1.3	12.1	3.2	-8.2	-2.2	2.3	2.4	-0.8	-1.7	-3.0
Cc1ccc(S(=O)(=O)N2C[C@@H]3[C@H]4CC[C@H](C4)[C@@H]3[C@@H](C)[C@@H]2c2cn(Cc3ccccc3)c3ccc(F)cc23)cc1	-21.7	-3.9	0.1	4.3	-1.0	4.8	-15.6	5.2	-1.4	10.2
CCn1c(=O)cc(SCC(=O)N2CCN(C3CCCCC3)CC2)c2ccccc21	0.3	-2.9	-10.4	-6.9	-3.9	2.4	5.2	-2.4	-4.6	0.0
COc1ccc(OCCNC(=O)c2ccccc2Cl)cc1	-1.8	18.7	5.0	0.1	-1.7	-8.5	6.9	3.8	-1.1	5.9
O=C(COc1coc(CN2CCc3ccccc3C2)cc1=O)Nc1ccc(F)cc1F	-4.2	5.6	-1.7	-5.0	-2.5	-1.4	-6.8	3.8	-1.3	3.0
CC(=O)c1ccc(NC(=O)NC2CCCCCCC2)cc1	-2.6	0.6	-1.0	-2.5	2.6	3.6	5.3	-4.7	3.6	-5.6
O=C(/C=C/c1cccc(F)c1)Nc1cc(S(=O)(=O)N2CCOCC2)ccc1N1CCCC1	0.3	11.0	2.6	7.1	-2.9	0.9	-3.3	2.8	-0.1	3.7
Cc1ccc(NC(=O)CSc2ncccn2)c([N+](=O)[O-])c1	4.0	11.6	-1.1	-0.5	0.7	-7.8	0.0	-4.7	-1.6	-6.5
CCN(CC)C(=O)[C@H]1C[C@H](CC(=O)NCCCn2ccnc2)C(=O)N2CCc3c([nH]c4cc(CCC(=O)N(C)C)ccc34)[C@]12C	3.0	-1.1	3.4	-0.5	-3.7	2.0	9.0	1.6	0.1	2.3
COc1ccc(NS(=O)(=O)c2ccc(N3CCOCC3)c(NC(=O)c3ccc(OC)cc3)c2)cc1	-21.1	-3.2	-3.6	8.3	0.3	3.6	0.3	-2.5	-0.3	-6.6
CCOc1ccc(NS(=O)(=O)c2ccc(NC(=O)c3cccnc3)c(OC)c2)cc1	-6.5	6.3	-2.8	1.0	0.2	6.5	-2.9	-1.6	0.5	-0.3
O=c1[nH]c(-c2ccccc2)ncc1OCc1ccccc1	1.7	1.4	1.6	1.0	-0.3	-5.7	6.2	-1.1	-1.2	3.4
O=c1cc(CSc2nnc(Nc3ccccc3)s2)nc2sccn12	-4.3	6.3	-3.4	2.1	0.2	-8.5	8.0	0.8	-1.8	3.8
CC(NC(=O)NC(=O)c1cccc([N+](=O)[O-])c1)C1CC1 (configuration not stated)	6.2	4.1	-2.5	-3.2	-1.2	-4.4	5.5	1.5	-0.4	-8.2
CC(CN1CCCC1)OC(=O)C(c1ccccc1)c1ccccc1 (configuration not stated)	6.6	-8.0	-18.5	-5.8	0.1	-1.5	-2.5	-11.4	1.3	-1.8
O=C(/C=C1\NC2(CCCC2)Cc2ccccc21)C(=O)N/N=C/c1ccccc1O	8.9	5.7	0.5	9.6	-4.8	5.9	-1.9	-4.8	0.4	-7.8
Cc1cc(C)n2nc(C(=O)N3CCN(Cc4ccc5c(c4)OCO5)CC3)nc2n1	7.7	-6.4	-2.7	-2.7	-1.6	4.7	-6.9	-0.7	-0.3	-2.8
CCOc1ccccc1OCCCC(=O)NNC(=O)c1ccc(F)cc1	-1.0	5.5	-1.3	-0.1	-1.4	4.2	-8.1	-2.6	1.7	-1.4
CCOC(=O)N1CCC(NC(=O)c2cc(COc3ccc(F)cc3Cl)on2)CC1	0.5	7.9	8.7	-3.5	1.8	-4.9	-13.1	-0.6	-2.1	-2.1
Cc1cc([N+](=O)[O-])nn1CC(=O)N1c2ccccc2CC1C (configuration not stated)	0.6	4.5	0.5	-0.6	0.5	-3.5	4.3	9.5	1.0	-1.2
COc1ccccc1-n1cnnc1SC(C)C(=O)Nc1cccc([N+](=O)[O-])c1 (configuration not stated)	-6.6	10.2	-0.9	-1.3	-2.0	-4.6	3.8	-8.2	0.0	8.6
Cc1ccc(NC(=S)NNC(=O)CSc2nnc(-c3ccc(Cl)cc3)n2C2CCCCC2)cc1	5.2	0.3	-4.1	33.5	-1.1	0.8	-12.6	-2.5	-0.6	17.9
O=C(NCCN1CCN(Cc2ccccc2)CC1)c1ccc(CS(=O)(=O)c2c(Cl)cccc2Cl)o1	3.1	-5.5	1.4	-0.5	-0.5	-8.8	-1.9	1.2	-1.3	-1.4
CCCCCn1nc(C(=O)N(CCOC)c2c(N)n(CCCC)c(=O)[nH]c2=O)c2ccccc2c1=O	0.4	3.7	-0.1	-3.6	-1.3	5.2	-7.7	0.8	-1.2	3.4
COCC(C)NC(=O)CSc1nc2ccccc2c(=O)n1CCc1ccc(S(N)(=O)=O)cc1 (configuration not stated)	-7.1	7.9	-2.3	0.7	-3.2	-1.1	-3.8	11.8	-1.0	-7.4
CCOc1ccc(NC(=S)NCc2ccc3[nH]c(C)cc3c2)cc1	8.9	8.4	-1.5	10.2	-1.1	-0.2	7.7	0.8	0.4	1.7
COc1ccc(Cl)cc1S(=O)(=O)NC1CC(C)(C)NC(C)(C)C1	1.7	-0.8	-0.5	-1.2	-3.0	-3.9	4.2	3.3	1.1	-2.8
Cc1[nH]c2ccccc2c1C(=O)CN1CCN(c2ccc(Cl)cc2)CC1	0.6	3.5	1.3	1.2	-1.4	1.7	-1.4	-2.4	-0.8	-0.2
COc1ccc(C(CNC(=O)CCNS(=O)(=O)c2ccc(Br)cc2)N2CCCC2)cc1 (configuration not stated)	1.5	10.7	-20.2	-5.5	0.2	3.0	-0.4	-12.5	-0.9	10.3
Cc1nnc(NC(=O)c2ccccc2F)s1	0.6	7.8	-0.6	1.0	6.8	-3.4	0.8	1.6	-1.4	-4.2
CN(Cc1ccccc1)S(=O)(=O)c1csc(C(N)=O)c1	5.7	-9.2	3.8	-1.9	-0.7	0.9	-5.9	-0.7	0.7	0.6
Cc1c(NC(=O)C(C)OC(=O)c2ccc(NC(=O)CC#N)cc2)c(=O)n(-c2ccccc2)n1C (configuration not stated)	3.7	6.8	1.6	4.3	0.1	-7.6	7.2	-1.7	-1.1	6.5
CC1(C(=O)Nc2cccc(C#N)c2)CCN1C(=O)c1ccccc1CCc1ccccc1 (configuration not stated)	.	4.2	-2.4	2.4	-2.6	5.0	5.6	-3.2	1.2	-11.8
O=C(Nc1ccc2c(c1)OCO2)C1CCCN(S(=O)(=O)Cc2ccccc2)C1 (configuration not stated)	4.5	-7.8	-2.4	-0.3	-0.3	-5.3	-0.8	-6.3	-1.5	-2.4

Complete entries, quoted from the list. Order of values: HTRA1 inhibitor	ARFGAP1 inh	GC-A act	rCAG binder	SMARCA2 act	NR1D1 modulator	ASAP1 inh	NPR2 activator	PG9 binder	mABHD4 FP
`Cc1ccc(NC(=S)NNC(=O)CSc2nnc(-c3ccc(Cl)cc3)n2C2CCCCC2)cc1` is listed as 5.2	0.3	-4.1	33.5	-1.1	0.8	-12.6	-2.5	-0.6	17.9
`CC(CN1CCCC1)OC(=O)C(c1ccccc1)c1ccccc1` (configuration not stated) is listed as 6.6	-8.0	-18.5	-5.8	0.1	-1.5	-2.5	-11.4	1.3	-1.8
`CCn1c(=O)cc(SCC(=O)N2CCN(C3CCCCC3)CC2)c2ccccc21` is listed as 0.3	-2.9	-10.4	-6.9	-3.9	2.4	5.2	-2.4	-4.6	0.0
`Cc1ccc(NC(=O)CSc2ncccn2)c([N+](=O)[O-])c1` is listed as 4.0	11.6	-1.1	-0.5	0.7	-7.8	0.0	-4.7	-1.6	-6.5
`CCOC(=O)N1CCC(NC(=O)c2cc(COc3ccc(F)cc3Cl)on2)CC1` is listed as 0.5	7.9	8.7	-3.5	1.8	-4.9	-13.1	-0.6	-2.1	-2.1

3 entries already listed, sorted by the number in mABHD4 FP, falling.
| mol | mABHD4 FP |
| --- | --- |
| Cc1c(NC(=O)C(C)OC(=O)c2ccc(NC(=O)CC#N)cc2)c(=O)n(-c2ccccc2)n1C (configuration not stated) | 6.5 |
| CN(Cc1ccccc1)S(=O)(=O)c1csc(C(N)=O)c1 | 0.6 |
| O=C(NCCN1CCN(Cc2ccccc2)CC1)c1ccc(CS(=O)(=O)c2c(Cl)cccc2Cl)o1 | -1.4 |

Screening data deposited in PubChem BioAssay by several laboratories.
